Cycloheximide cs: counter-screen for Shiga toxin inhibitors: cycloheximide protein synthesis inhibition; actives 12% (n = 300,000); cell reporter, cycloheximide protein synthesis inhibition counterscreen; AID 2314; max response, %; in the data active = max response mostly above about 13%, no sharp cut-off; inactive = mostly below about 14%; note: read at 38.3 µM for the half of the compounds with a filed dose; 0% is about no effect
HCV inh: HCV inhibition. Huh7.5.1 HCVcc-Cre infection, luciferase reporter, 44 h. Potency, µM (doses to about 41.8 µM), for inactives: top-dose activity change, negative = inhibition, actives largely listed as inhibitors. actives 3.4% (n = 340,000). AID 651820; note: potency is the fitted concentration of half-maximal effect; % is set by controls: 0 for no effect and ±100 for the full control effect
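Seed cells (1,000/well) for 4 h; treat with compound and infect with HCVcc-Cre, moi about 0.5. Incubate 44 h, then detect luciferase activity.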
Shiga inhibitor: Shiga toxin inhibition. Vero cells, Shiga toxin protein synthesis inhibition reporter. inhibition, % at 38.7 µM. actives 9.2% (n = 290,000). AID 2315; in the data active = inhibition mostly above about 28%, no sharp cut-off; inactive = mostly below about 43%; note: 0% is about no effect
Pf growth 96h: P. falciparum growth inhibition at 96 hours; P. falciparum luciferase reporter growth, 96 h; Potency, µM (top dose mostly 28.7 µM), for the others: top-dose activity change, negative = inhibition, most hits filed as inhibitors; actives 6.9% (n = 320,000); AID 504834; note: potency is the fitted concentration of half-maximal effect; % is set by controls: 0 for no effect and ±100 for the full control effect
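96 h incubation, 37 C, 5% CO2, of luciferase-reporter P. falciparum-infected RBCs (2% hematocrit, 0.05% parasitemia final) with test compounds; endpoint luminescence.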
TbPYK inhibitor: T. brucei pyruvate kinase inhibition; Q57TT1; TbPYK enzyme, Kinase-Glo Plus ATP luminescence, 45 min; Potency, µM (titrated, usually from 76.8 µM), for the others: at the top dose activity, negative = inhibition, actives largely listed as inhibitors; actives 0.12% (n = 410,000); AID 624173; note: potency is the fitted concentration of half-maximal effect; % is set by controls: 0 for no effect and ±100 for the full control effect; nearly all actives have a fitted effect of over 50% in size
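Activity of T. brucei pyruvate kinase was followed by Kinase-Glo Plus luminescence after the enzyme reacted 45 min at room temperature with 130 uM ADP (final) and substrate. Test compounds were added before ADP at multiple concentrations.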
LmPK inh: inhibitors of Leishmania mexicana pyruvate kinase; Q27686; purified LmPK, Kinase-Glo ATP luminescence, 1 h; Potency, µM (top dose mostly 57.5 µM), for the others: top-dose activity change, negative = inhibition, actives largely listed as inhibitors; actives 0.37% (n = 290,000); AID 1721; note: potency is the fitted concentration of half-maximal effect; % is set by controls: 0 for no effect and ±100 for the full control effect
Target sequence (Q27686 whole entry, looked up): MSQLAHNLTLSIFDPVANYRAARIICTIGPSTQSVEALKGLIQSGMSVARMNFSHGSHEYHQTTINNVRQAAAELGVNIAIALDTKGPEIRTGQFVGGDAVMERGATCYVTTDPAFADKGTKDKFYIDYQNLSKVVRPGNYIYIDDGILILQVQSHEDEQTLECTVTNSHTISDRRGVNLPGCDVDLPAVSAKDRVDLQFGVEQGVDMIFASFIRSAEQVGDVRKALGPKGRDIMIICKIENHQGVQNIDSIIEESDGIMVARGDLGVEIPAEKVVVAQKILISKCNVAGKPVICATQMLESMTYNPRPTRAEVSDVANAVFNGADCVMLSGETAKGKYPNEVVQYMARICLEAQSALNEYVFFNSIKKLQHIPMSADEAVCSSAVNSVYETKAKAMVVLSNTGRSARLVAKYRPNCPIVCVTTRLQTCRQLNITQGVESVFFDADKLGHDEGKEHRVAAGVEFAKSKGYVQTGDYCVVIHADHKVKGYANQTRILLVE
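0.1 nM LmPK, 0.5 mM PEP, 0.1 mM ADP; 50 mM imidazole pH 7.2, 7 mM MgCl2, 50 mM KCl; 1 h RT. Kinase-Glo luminescence readout, normalized to no-enzyme (full inhibition) and uninhibited wells.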
Pf growth 48h: inhibits P. falciparum growth in the first generation, 48 h; P. falciparum luciferase growth in erythrocytes, 48 h; Potency, µM (top dose mostly 28.7 µM), for the others: at the highest dose activity change, negative = inhibition, hits mostly inhibitors; actives 5.9% (n = 310,000); note: potency is the fitted concentration of half-maximal effect; % is set by controls: 0 for no effect and ±100 for the full control effect
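A one-generation exposure of luciferase-tagged malaria parasites in RPMI 1640/Albumax erythrocyte culture, 37 C and 5% CO2. Inhibition is inferred from decreased luminescence after adding detection reagent.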
Active calls of the source: *; u = inconclusive; x = not tested or not shown; & = joins results of further samples; [ ] = another dose, or the depositor's remark. Unless noted, calls come from the whole dose curve; as a rule, active = well fitted curve in the direction sought with a large enough effect; inconclusive = small, poorly fitted or top-dose-only effect, or another doubt; inactive = no such curve, though single readings can be large; an effect the other way counts as inactive or inconclusive.

Screens in order – TbPYK inhibitor, LmPK inh, Pf growth 48h, HCV inh, Cycloheximide cs, Shiga inhibitor, Pf growth 96h
CCN1CCN(C(c2cccs2)C(C)NC(=O)c2ccccc2F)CC1 (configuration not stated)
  -1%, 0%, 3%, 2%, 2, -8, u
COC(=O)[C@@H]1[C@@H](C)N(Cc2ccccc2)C(=O)N[C@H]1c1ccccc1
  1%, 2%[11.5 µM], x, 2%, x, x, x
Cc1cc(C)nc(NNS(=O)(=O)c2c(C)cc(C(C)(C)C)cc2C)n1
  6%, x, 14%, 11%, x, x, 61%[activator]
COc1cc(OC)c(OC)cc1CN(C)C(c1ccccc1)c1nnnn1-c1ccccc1C (configuration not stated)
  -7%, 2%, u, 13µM*, -2, 20, 10µM*
COc1ccc(/C=N/NC(=O)c2cccc(S(=O)(=O)N3CCCC3)c2)cc1O
  0%, x, u, -12%, x, x, u
CCOC(=O)C1=NN(C(C)=O)C2(CC(=O)N(c3ccc(C)c(C)c3)C2=O)C1 (configuration not stated)
  6%, 0%, -9%, 27%, -2, -11, 60%[activator]
Cc1ccc(C)c(NC(=O)C(NCC(C)(C)N2CCOCC2)c2ccccc2)c1 (configuration not stated)
  -16%, -1%, -10%, -26%, 2, -6, u
CCNc1nc(=S)nc(NC(C)C)[nH]1
  1%, -3%, 11%, 2%, -1, 2, 1%
O=C(CCc1nnc(CCCCc2ccccc2)o1)NCCn1cccn1
  2%, -12%, 1%, 0%, -1, -19, -14%
Cc1nn(Cc2ccccc2)c(Cl)c1/C=C1\NC(=S)NC1=O
  -15%, 3%, 20%, 11%, -1, -2, 10%[1.15 µM]
CC(C)NC(=O)C(=O)NCc1ccccn1
  -2%, 3%, 6%, -4%, -3, -8, 26%
CCOc1ccc(S(=O)(=O)Nc2ccccc2SC)c2cccnc12
  -10%, 3%, u, -19%, -3, -30, u
Cc1ccc(NS(=O)(=O)c2ccc3c(c2)CCC(=O)N3)cc1C
  -2%&4%, 1%, 6%, u, -5, -4, -32%
CCOc1ccc(N(C(=O)Cn2nnc3ccccc32)C(C(=O)NC(C)(C)CC)c2cccn2C)cc1 (configuration not stated)
  -1%, 1%, 13µM*, 10%, -1, 11, 2%
CCOC(=O)C(C(=O)Nc1ccccc1C)C1CCCCC1 (configuration not stated)
  4%, 4%, x, 24%, -4, 5, u
CCOC(=O)C1CCCN(CCCc2ccccc2)C1 (configuration not stated)
  -2%&32%, 4%&6%, -29%, 15%&-1%, -6&1, -9&3, 3.3µM*
Cc1ccc(C(=O)NNC(=O)c2n[nH]c(=O)c3ccccc23)cc1C
  -6%, x, 33%[activator], -3%, x, x, 95%[activator]
Cc1cccc(OC(=O)NCCOC(=O)N(O)c2ccc(Cl)cc2)c1
  1%, 3%, 62%[activator], 26%, -3, -13, 7.4µM*
CCOc1ccc(C(=O)CC(C(=O)O)N2CCCCC2)cc1 (configuration not stated)
  -24%, x, -26%, u, x, x, u
Cc1cccc(OCC(=O)N/N=C/c2ccc3c(c2)OCO3)c1
  9%, 7%, 20%, -11%, 2, 1, 15%
COc1cc(OC)cc(OCC(O)Cn2cnc3cc(C)c(C)cc32)c1 (configuration not stated)
  1%, 15%, x, u, -2, -14, 10µM*
CCOC(=O)NC(=O)c1cn(CCN(C)C)c(=O)[nH]c1=O
  -2%, 2%, 1%, 6%, -3, -11, 6%
Cc1ccc(Oc2ccc(C(=O)NC3CCSC3=O)cn2)cc1 (configuration not stated)
  -4%, 5%, 34%[activator], 1%, 15, 19, 66%[activator]
O=[N+]([O-])c1ccc(N/N=C\c2ccccc2OCc2ccccc2)cc1
  36%, 1%, -28%, 20%, -3, -10, 434%[activator]
CSc1cccc(NC(=O)CCCNC(=O)c2ccc(Cl)cc2)c1
  1%, -1%, 13%, -13%, -2, 27, 44%[activator]
Cc1cc(NCc2cccnc2)no1
  2%, -3%, 7%, 1%, -1, 1, u
Cc1cnc(C(=O)O)c[n+]1[O-]
  2%, x, -9%, x, -3, -4, -10%
Cc1nonc1NC(=O)c1oc2ccc(F)cc2c1C
  1%, -18%, 5%, -7%, -7, -3, -16%
Cc1cccc(N2CCN(S(=O)(=O)c3ccc4c(c3)CC(C)N4C(=O)C3CC3)CC2)c1C (configuration not stated)
  -4%, 5%, u, u, -7, -4, u
O=c1oc(-c2cccs2)nc2c1cnn2-c1ccccc1
  4%, 5%, x, -1%, -2, -18, -28%
COc1cc(/C=N/Nc2nc(C)cc(=O)[nH]2)ccc1O
  6%, 6%, 34%[activator], 8%, -2, -3, -4%
Cc1cccc(NC(=O)CSc2n[nH]c(-c3cccnc3)n2)c1
  -1%, -6%, 16%, 3%, -4, 28, u
O=C(CCNC(=O)c1ccc(Br)cc1)Nc1ccc(S(=O)(=O)N2CCCCC2)cc1
  4%, x, 17%, 9%, x, x, u
COc1ccc(C)cc1N(CC(=O)Nc1ccc2c(c1)OCCO2)S(C)(=O)=O
  2%, 1%, 2%, 16%, -2, -4, 27%
CC1=CC(c2ccccc2)=Nc2ccc(C)cc2N1
  -1%, -24%, 259%[activator], -3%, 57*, 43*, 427%[activator]
Clc1ccccc1-c1nnc(CNC2CC2)o1
  0%, 10%, -5%, 13%, 15, 20, 79%
CCCCCOC(=O)CC(C(=O)OCCCCC)N1CCCCC1 (configuration not stated)
  5%, -11%, u, u, -6, 1, u
Cc1cccc2c(-c3ccccc3)cc(=O)[nH]c12
  0%, -1%, -15%, -3%, -1, 14, u
CCC1CCCCN1S(=O)(=O)c1ccc(NC(=O)c2ccncc2)cc1 (configuration not stated)
  -7%, -10%, u, x, 3, -33, 7%
C=CCNC(=O)CSCc1ccc(Br)cc1
  3%, 2%, 6%, 12%, -4, -14, 24%

Of the compounds above, these have bromine:
Screens in order – TbPYK inhibitor, LmPK inh, Pf growth 48h, HCV inh, Cycloheximide cs, Shiga inhibitor, Pf growth 96h
O=C(CCNC(=O)c1ccc(Br)cc1)Nc1ccc(S(=O)(=O)N2CCCCC2)cc1
  4%, x, 17%, 9%, x, x, u
C=CCNC(=O)CSCc1ccc(Br)cc1
  3%, 2%, 6%, 12%, -4, -14, 24%

(further entries)
Screens in order – TbPYK inhibitor, LmPK inh, Pf growth 48h, HCV inh, Cycloheximide cs, Shiga inhibitor, Pf growth 96h
COc1ccc(NC(=O)CSc2nnc(-c3cccnc3)s2)cc1
  4%, -7%, 11%, 9%, -3, 10, 6.6µM*
O=C(CN1C(=O)c2cccc3cccc1c23)NC1CCCCC1
  -3%, 0%, 4%, -2%, -6, 19, 0%
CC(C(=O)N1CCc2ccccc21)N(C)CC(=O)Nc1ccccc1Cl (configuration not stated)
  -1%, x, u, -21%, x, x, 17µM*
Cc1cc(C(=O)COC(=O)c2ccc(O)cc2)c(C)n1CC1COc2ccccc2O1 (configuration not stated)
  -11%, 4%, u, -26%, 0, 12, 13µM*
Cc1ccc(C)c(OCc2cc(C(=O)N3CCN(c4cnccn4)CC3)no2)c1
  -12%, -4%, -13%, x, 20, -4, -41%
CCOC(=O)C1=C(COC(=O)C2CC(=O)N(c3ccccc3F)C2)NC(=O)NC1C (configuration not stated)
  2%, x, -21%, 22%, x, x, u
Cn1c(=S)n(/N=C/c2cccs2)c2ccccc21
  -9%, 3%, 36%[activator], -74%, 25*, 46*, 33%[activator]
CC(C)NC(=O)CN(Cc1ccc2c(c1)OCO2)C(=O)CCC(=O)Nc1ccccn1
  0%, 4%, 6%, -7%, -8, -3, -3%
COc1cccc(C(=O)NCC(=O)n2nc(C)cc2C)c1
  7%, -1%, 3%, 18%, -7, -20, -5%
C#CCOC(C(=O)OCCN(C)C)(c1ccccc1)c1ccccc1
  -10%, x, u, x, x, x, u
COCCn1ccc2c(OCC(=O)Nc3ccccc3OC)cccc2c1=O
  4%, x, u, u, x, x, u
CC(OC(=O)c1ccncc1)C(=O)Nc1cc(S(=O)(=O)N2CCCCC2)ccc1Cl (configuration not stated)
  3%, 3%, -11%, -12%, -2, 6, -7%
N#C/C(=N\Nc1ccc(F)cc1)C(=O)C1CC1
  5%, 7%, 24%, 11%, 20, 29, -14%
CCOc1ccc(-c2noc(CCC(=O)O)n2)cc1
  -2%, 3%, x, -14%, -4, -16, 12µM*
CCN(CC(=O)Nc1c(F)cccc1F)C(=O)Cn1[nH]c(=O)c2ccccc2c1=O
  7%, x, -16%, 13%, x, x, -24%
Cc1cccc(CSc2nnc(NC(=O)CSc3nnc(C)s3)s2)c1
  -16%, 6%, 29%, -17%, 11, -22, 56%[activator]
Cc1ccc(CNC(=O)CCCn2nc(C)c3c(C)n(-c4ccccc4)nc3c2=O)cc1
  4%&-2%, 1%, 0%, u, -6, -2, 66%[activator]
Cc1ccc(Cn2c(C)cc3c(c2=O)C(c2cccs2)C(C#N)=C(N)O3)cc1 (configuration not stated)
  1%, 3%, 36%[activator], x, -3, -21, 53%[activator]
COc1ccc(C(=O)NNC(=O)CCn2nnc(-c3ccc(C)cc3)n2)cc1OC
  -4%, -2%, 33%[activator], 9%, -2, 2, 40%[activator]
CC1=CC(C)(C)N(S(=O)(=O)c2ccc(F)cc2)c2ccc(C)cc21
  1%, 1%, x, u, -2, -5, 15µM*
CN1c2ccccc2C(=O)/C(=C\Nc2ncccn2)S1(=O)=O
  2%, -1%, -15%, 9%, 11, 19, 10%
O=[N+]([O-])c1cc([N+](=O)[O-])c2cccnc2c1O
  x, 7%, -13%, x, 5, 17, -7%
CCN(CC)c1ccc2ccc(=O)oc2c1
  0%, 4%, -34%, -24%, 12, 16, 9.3µM*
C#CC(C)(C)NC(=O)c1cnc(-c2ccccc2)nc1-c1ccccc1
  11%, 3%, -21%, -12%, 1, -5, -12%
COc1ccc2c(c1)c(=O)c(C(=O)c1ccc(F)cc1)cn2CC(=O)Nc1ccc(F)cc1
  3%, -1%, u, -6%, -4, -14, u

Molecules shown so far that have an aryl methoxy group (ten):
Screens in order – TbPYK inhibitor, LmPK inh, Pf growth 48h, HCV inh, Cycloheximide cs, Shiga inhibitor, Pf growth 96h
COc1cc(OC)c(OC)cc1CN(C)C(c1ccccc1)c1nnnn1-c1ccccc1C (configuration not stated)
  -7%, 2%, u, 13µM*, -2, 20, 10µM*
COc1ccc(/C=N/NC(=O)c2cccc(S(=O)(=O)N3CCCC3)c2)cc1O
  0%, x, u, -12%, x, x, u
COc1cc(OC)cc(OCC(O)Cn2cnc3cc(C)c(C)cc32)c1 (configuration not stated)
  1%, 15%, x, u, -2, -14, 10µM*
COc1cc(/C=N/Nc2nc(C)cc(=O)[nH]2)ccc1O
  6%, 6%, 34%[activator], 8%, -2, -3, -4%
COc1ccc(C)cc1N(CC(=O)Nc1ccc2c(c1)OCCO2)S(C)(=O)=O
  2%, 1%, 2%, 16%, -2, -4, 27%
COc1ccc(NC(=O)CSc2nnc(-c3cccnc3)s2)cc1
  4%, -7%, 11%, 9%, -3, 10, 6.6µM*
COc1cccc(C(=O)NCC(=O)n2nc(C)cc2C)c1
  7%, -1%, 3%, 18%, -7, -20, -5%
COCCn1ccc2c(OCC(=O)Nc3ccccc3OC)cccc2c1=O
  4%, x, u, u, x, x, u
COc1ccc(C(=O)NNC(=O)CCn2nnc(-c3ccc(C)cc3)n2)cc1OC
  -4%, -2%, 33%[activator], 9%, -2, 2, 40%[activator]
COc1ccc2c(c1)c(=O)c(C(=O)c1ccc(F)cc1)cn2CC(=O)Nc1ccc(F)cc1
  3%, -1%, u, -6%, -4, -14, u

Source: PubChem
